Assay outcomes: PubChem BioAssay, National Center for Advancing Translational Sciences (NCATS)
TrxR1 substrate: qHTS Assay for Substrates of Mammalian Selenoprotein Thioredoxin Reductase 1 (TrxR1): qHTS; 0.01% of 390,000 active; AID 588456, 2011; purified TrxR1 substrate turnover, NADPH consumption readout; Potency, µM (series often up to 114 µM), without a hit: at the top dose activity change, negative = substrate turnover; Thioredoxin reductase 1, cytoplasmic (Rattus norvegicus), O89049; also: potency is read from the fitted curve at half-maximal effect; % is scaled to controls: 0 for no effect and ±100 for the full control effect; nearly all actives have a fitted effect of over 50% in size
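Rat TrxR1, dispensed at 90 nM, was prereduced with 400 uM NADPH (final) for 5 min at ~22 deg C, then incubated with compound 15 min before 400 uM selenite. A first-read NADPH fluorescence drop versus no-compound background flagged substrates.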
HP1b chromo inh: HTS for Inhibitors of HP1-beta Chromodomain Interactions with Methylated Histone Tails; Chromobox protein homolog 1 (Homo sapiens), P83916; AID 540317, 2011; AlphaScreen HP1-beta / biotin-H3K9me3 peptide binding; 0.56% of 390,000 active; Potency, µM (top dose mostly 114 µM), for inactives: top-dose activity change, negative = inhibition, hits mostly inhibitors; also: potency is read from the fitted curve at half-maximal effect; nearly all actives have a fitted effect of over 70% in size; inactives centre near 23
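HP1-beta protein (50 nM final) preincubated 30 min at room temperature with biotinylated H3(1-18)K9me3 peptide (50 nM) in PBS pH 7.4, 0.01% Tween-20, then compound added for 30 min. AlphaScreen streptavidin donor/nickel chelate acceptor beads (10 ug/mL final), 30 min dark, luminescence read.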
GLS inh: qHTS for Inhibitors of Glutaminase (GLS); Glutaminase kidney isoform, mitochondrial (Homo sapiens), O94925; AID 624170, 2012; 0.21% of 410,000 active; GLS enzymatic activity, qHTS titration; Potency, µM (top dose mostly 45.5 µM), without a hit: at the top dose activity change, negative = inhibition, most hits filed as inhibitors; also: potency is read from the fitted curve at half-maximal effect; % is scaled to controls: 0 for no effect and ±100 for the full control effect
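Compounds were pin-transferred onto hKGA, after which L-glutamine (1 mM solution) and a detection mix of glutamate oxidase, HRP and Amplex Red were added. Initial and 30 min RT fluorescence reads were collected.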
Pin1 inh: qHTS Assay to Find Inhibitors of Pin1; Peptidyl-prolyl cis-trans isomerase NIMA-interacting 1 (Homo sapiens), Q13526; Pin1 FP peptide displacement, HiFluor488, 10 min; Potency, µM (doses to about 115 µM), inactives show at the highest dose activity, negative = inhibition, hits mostly inhibitors; 0.009% of 390,000 active; AID 504891, 2011; active = well fitted inhibition curve with a large enough effect in the polarisation, with a control signal flat, not every such curve was filed as active; inconclusive = small, poorly fitted or top-dose-only effect, or effect the other way, or a change in a side signal; inactive = no such curve, though single readings can be large or run the other way; the % refers to the polarisation; also: potency is read from the fitted curve at half-maximal effect; % is scaled to controls: 0 for no effect and ±100 for the full control effect
USP1 inh: Inhibitors of USP1/UAF1: Primary Screen | Ubiquitin carboxyl-terminal hydrolase 1 (Homo sapiens), O94782 | recombinant USP1/UAF1, Ub-Rhodamine cleavage fluorescence | Potency, µM (titrated, usually from 57.1 µM), for inactives: top-dose activity change, negative = inhibition, most hits filed as inhibitors | 0.23% of 390,000 active | AID 743255, 2014; also: potency is read from the fitted curve at half-maximal effect; % is scaled to controls: 0 for no effect and ±100 for the full control effect; nearly all actives have a fitted effect of over 60% in size; inactives centre near -12
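USP1/UAF1 complex at 1 nM was preincubated with compound for 15 min at room temperature, then Ub-Rho substrate (150nM final) was added. Fluorescence (480/540 nm) was read kinetically, 6 reads every 60 seconds.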
PGK inhibitor: qHTS Assay to Find Inhibitors of Phosphoglycerate Kinase; Phosphoglycerate kinase, glycosomal (Trypanosoma brucei brucei), P07378; PGK/GAPDH coupled, Kinase-Glo luminescence, 60 min; Potency, µM (highest dose often 57.5 µM), without a hit: at the highest dose activity change, negative = inhibition, usual class: inhibitors; 0.043% of 380,000 active; AID 602233, 2012; also: potency is read from the fitted curve at half-maximal effect; % is scaled to controls: 0 for no effect and ±100 for the full control effect; nearly all actives have a fitted effect of over 60% in size
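Luminescent ATP detection (Kinase-Glo Plus) follows a 60-minute room-temperature incubation, with wells lacking PGK as controls. Buffer: 100 mM TEA (pH 7.6), 5 mM MgCl2, 0.01% Tween-20. Coupling enzyme GAPDH (100 nM final) supplies unstable 1,3-BPG in-well.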
rTrxR1 inhibitor: qHTS Assay for Inhibitors of Mammalian Selenoprotein Thioredoxin Reductase 1 (TrxR1): qHTS; Thioredoxin reductase 1, cytoplasmic (Rattus norvegicus), O89049; AID 588453, 2011; recombinant rTrxR1, NADPH fluorescence consumption, selenite substrate; Potency, µM (top dose mostly 114 µM), without a hit: at the top dose activity change, negative = inhibition, most hits filed as inhibitors; 1% of 390,000 active; also: potency is read from the fitted curve at half-maximal effect; % is scaled to controls: 0 for no effect and ±100 for the full control effect; nearly all actives have a fitted effect of over 65% in size
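Rat TrxR1 (90 nM in the dispensed reagent) was pre-reduced with 400 uM NADPH for 5 min at room temperature, then incubated with compound for 15 min. After 400 uM selenite was added, NADPH fluorescence (Ex 340/Em 450 nm) was followed for 8 min.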
PI4K2A block: qHTS for small molecular inhibitors of PI4K2A; purified PI4K2A, ADP-Glo luminescence, 1 h; stronger effect = lower value; activity change, negative = inhibition, % at 76.9 µM; 0.13% of 420,000 active; in the data active = activity change below about -50%; inconclusive = mostly about -30% to -49%;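 also: -100% = wells without enzyme as full effect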
Target sequence (Q9BTU6 whole entry, looked up): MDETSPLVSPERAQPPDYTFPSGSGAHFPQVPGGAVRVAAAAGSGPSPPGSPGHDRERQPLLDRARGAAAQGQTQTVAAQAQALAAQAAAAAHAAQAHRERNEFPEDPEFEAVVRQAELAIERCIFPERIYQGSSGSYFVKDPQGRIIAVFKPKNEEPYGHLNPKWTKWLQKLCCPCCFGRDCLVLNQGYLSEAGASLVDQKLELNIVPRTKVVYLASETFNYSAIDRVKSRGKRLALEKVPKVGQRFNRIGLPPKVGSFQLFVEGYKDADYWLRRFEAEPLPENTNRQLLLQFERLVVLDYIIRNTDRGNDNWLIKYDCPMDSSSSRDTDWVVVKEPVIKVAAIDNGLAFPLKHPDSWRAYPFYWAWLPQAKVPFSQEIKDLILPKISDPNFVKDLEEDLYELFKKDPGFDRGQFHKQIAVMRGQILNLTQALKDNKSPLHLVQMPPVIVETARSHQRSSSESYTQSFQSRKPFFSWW
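Compounds are screened against recombinant PI4K2A using PI as substrate and ATP, the latter dispensed at 300 microM. Reactions run one hour at ambient temperature before ADP-Glo detection; full inhibition defined by wells lacking enzyme.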
IDH1 R132H inh: qHTS for Inhibitors of mutant isocitrate dehydrogenase 1 (IDH1): qHTS; Isocitrate dehydrogenase [NADP] cytoplasmic (Homo sapiens), O75874; IDH1-R132H enzyme, NADPH consumption, diaphorase/resazurin fluorescence; Potency, µM (highest dose often 76.6 µM), for the others: at the highest dose activity change, negative = inhibition, hits mostly inhibitors; 0.093% of 390,000 active; AID 602179, 2012; also: potency is read from the fitted curve at half-maximal effect; % is scaled to controls: 0 for no effect and ±100 for the full control effect; nearly all actives have a fitted effect of over 65% in size
Target sequence (O75874 whole entry R132H, stated change not applied): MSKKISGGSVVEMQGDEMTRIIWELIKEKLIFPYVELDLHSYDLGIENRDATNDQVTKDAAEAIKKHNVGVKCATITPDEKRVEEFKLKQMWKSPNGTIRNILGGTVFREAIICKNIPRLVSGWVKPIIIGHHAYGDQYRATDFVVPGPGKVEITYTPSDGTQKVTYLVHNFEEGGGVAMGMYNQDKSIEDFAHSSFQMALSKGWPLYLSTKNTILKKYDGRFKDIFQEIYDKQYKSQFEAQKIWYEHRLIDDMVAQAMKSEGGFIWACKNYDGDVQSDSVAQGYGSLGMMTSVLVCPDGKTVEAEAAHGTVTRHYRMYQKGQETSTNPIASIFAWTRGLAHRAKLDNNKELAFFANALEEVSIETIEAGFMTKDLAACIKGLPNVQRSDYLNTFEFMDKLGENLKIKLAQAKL
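IDH1-R132H (0.5 ug/mL) preincubated 30 min with compound, then NADPH (0.016 mM) and alpha-KG (2 mM) added; 80 min at RT, pH 7.5. Remaining NADPH coupled via diaphorase/resazurin to fluorescence (540/590 nm); concentration-response curves normalized to no-enzyme control.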
An asterisk follows results filed as active; i = inactive; ? = inconclusive; / = no result given; [ ] = another dose, or the depositor's remark. Unless noted, calls follow the shape of the dose curve; as a rule, active = well fitted curve in the direction sought with a large enough effect; inconclusive = small, poorly fitted or top-dose-only effect, or another doubt; inactive = no such curve, though single readings can be large; an effect the other way counts as inactive or inconclusive. Only part of the results is shown (hit frequency here may not be typical).

SMILES	TrxR1 substrate	HP1b chromo inh	GLS inh	Pin1 inh	USP1 inh	PGK inhibitor	rTrxR1 inhibitor	PI4K2A block	IDH1 R132H inh
CC(C)Cn1c(=O)c(C(=O)Nc2ccccc2S(N)(=O)=O)c(O)c2ccccc21	21%[57.1 µM]	22%	-1%	17%	-6%	i	24%[57.1 µM]	-5	4%
O=C(c1cccc(Cl)c1)N(Cc1ccco1)Cc1ccccc1Cl	-9%	42%[activator]	-8%	2%	-7%	/	3%	-3	/
CCOc1ccc(NC(=O)c2cnn3c2NC(c2ccccc2)=CC3c2cccc(OC)c2OC)cc1 (centres undefined)	-5%	-3%	3%	-5%	-15%	-4%	3%	0	4%
CCN1C[C@@H]2[C@@H]3C(=O)N(Cc4ccccc4)C(=O)[C@@H]3[C@](CC)(C1=O)N2C(=O)c1ccc(C(F)(F)F)cc1	9%[57.1 µM]	51%[activator]	-2%	-5%	?	7%	16%[57.1 µM]	-2	-11%
Cc1cccc(NC(=O)N2CCC(CN3CCOCC3)CC2)c1C	0%	37%	-2%	-8%	-19%	-2%	13%	0	18%
CCCOc1ccc(OCCNC2CCCC2)cc1	-3%	?	-1%	-6%	-5%	i	-11%	-5	2%
CCc1c(C)sc2nc3c(C(=O)N4CCOCC4)cc(C(=O)c4cc(F)ccc4O)cn3c(=O)c12	-3%	-1%	3%	36%[activator]	-26%	-4%	6%	-1	-4%
Cc1csc(=Nc2c(C)n(C)n(-c3ccccc3)c2=O)n1-c1ccccc1	5%	51%[activator]	0%	2%	-20%	-1%	23%	0	-2%
CCSc1ncc(Cl)c(C(=O)Nc2ccc(S(=O)(=O)Nc3onc(C)c3C)cc2)n1	-13%	13%	-3%	2%	-20%	4%	-8%	-10	1%
CCCn1c2ccccc2c2cnn(CC(=O)N3CCN(C4CCCCC4)CC3)c(=O)c21	16%	7%	0%	-2%	-14%	-6%	8%	-3	2%
CCOC(=O)c1sc2nc(C)nc(NCc3ccc(F)cc3)c2c1C	63%[activator]	102%[activator]	-8%	41%[activator]	-18%	-4%	17%	6	9%
CCOC(=O)Cn1c(=O)c(-c2ccccc2NC)nc2ccccc21	8%[57.1 µM]	-7%	20%	-13%	-26%	7%	8%[57.1 µM]	-13	4%
COc1cccc(-n2cnnn2)c1	3%[57.1 µM]	43%[activator]	20%	0%	-10%	4%	22%[57.1 µM]	3	3%
COc1ccccc1CNCC(=O)Nc1ccc(N(C)C)cc1	4%	-17%	23%	-6%	-14%	/	-7%	2	4%
C[C@H](NC(=O)c1nc[nH]c1C(=O)NCc1ccccc1)C(=O)OCc1ccccc1	1%	57%[activator]	-3%	2%	-22%	-8%	9%	-3	11%
COC(=O)Cc1ccc(NC(=S)Nc2cccc(C)n2)cc1	9%[57.1 µM]	43%[activator]	1%	1%	-15%	2%	-10%[57.1 µM]	-12	-4%
CC(=O)c1sc(C(=O)O)c(-c2ccco2)c1-c1ccco1	1%	19%	20µM*	/	-18%	-27%	?	-10	-4%
CC1CCCCC1NC(=O)CCS(=O)(=O)c1ccc(Cl)cc1 (centres undefined)	0%	41%[activator]	1%	2%	-10%	0%	0%	1	9%
CCOC(=O)c1sc2nc(CC(=O)OC)nc(NCc3ccc(F)cc3)c2c1C	63%[activator]	18%	2%	7%	-19%	0%	27%	6	-3%
COc1ccc(CNS(=O)(=O)c2cn(C)c(=O)n(C)c2=O)cc1	3%	16%	6%	8%	2%	1%	10%	1	-2%
O=C(CSc1ccc(F)cc1)Nc1ccc(Br)cc1	-4%	69%[activator]	0%	-4%	-13%	i	18%	4	-10%
CCOc1ccc2nc(NCCNS(=O)(=O)c3ccccc3)c(C#N)cc2c1	29%	17%	19%	?	1%	-4%	38%[activator]	2	3%
Cc1ccc(NC(=O)C2(N(C(=O)Cn3nnnc3N)c3ccc(C)cc3)CCCCC2)cc1	6%[57.1 µM]	28%	4%	?	4%	-1%	-6%[57.1 µM]	5	-7%
O=C(CSCc1cc(=O)n2ccsc2n1)Nc1ccc(F)cc1	-11%	35%	-3%	-5%	-8%	9%	-21%	2	-6%
CC(=O)Nc1ccc(OCC(O)Cn2cccn2)cc1 (centres undefined)	1%	9%	1%	-7%	-12%	-5%	20%	-8	-10%
Cc1c(Cl)cccc1NC(=O)C(=O)NCCc1csc(-c2cccc(F)c2)n1	-1%[57.1 µM]	14%[57 µM]	-6%	6%	-21%	i	22%[57.1 µM]	-3	-2%
CCc1ccccc1Nc1cc(C(=O)NCc2ccc(C)cc2)c2ccccc2n1	3%	56%[activator]	-1%	20%	-7%	0%	21%	1	-6%
CSc1ccccc1NC(=O)c1ccc(N2CCCC2=O)cc1	-1%	26%	-1%	-1%	-14%	0%	-3%	0	-9%
COCCn1c(N)c(S(=O)(=O)c2cccs2)c2nc3ccccc3nc21	595%[activator]	56%[activator]	-6%	-4%	?	-8%	29%	-2	3%
COc1ccc(C(c2nnnn2CCc2ccccc2)N2CCN(C3CCCC3)CC2)cc1OC (centres undefined)	4%	50%[activator]	2%	-8%	-14%	i	11%	-1	11%
Cc1cccc(Nc2nc(N)c([N+](=O)[O-])c(NCc3ccccc3)n2)c1	-7%	?	0%	-6%	-10%	-3%	17%[57.1 µM]	-4	-3%
CC1(Cc2cn(CCC#N)c3ccccc23)OCCO1	7%	45%[activator]	2%	0%	-9%	14%	9%	0	1%
COc1cccc(C(=O)Nc2ccc3c(c2)C(=O)NC3=O)c1	6%	29%	-13%	?	-18%	3%	-22%	-24	-2%
CC(=O)Nc1cccc(-n2nnc(SCC(=O)N(C)c3ccccc3)n2)c1	-3%[57.1 µM]	23%	-5%	-2%	1%	-8%	-7%[57.1 µM]	0	6%
N#Cc1ccc(/C=C/C(=O)c2ccc3c(c2)OCO3)cc1	-2%[57.1 µM]	27%	-4%	-3%	-13%	-7%	?	5	0%
CNC(=O)C1CC(=O)N(c2ccc(C)cc2)C1 (centres undefined)	-10%	18%	-3%	-4%	2%	-6%	11%	4	-2%
CSc1ccccc1OCc1cc(C(=O)N2CCN(c3ccccc3)CC2C)no1 (centres undefined)	1%	20%	1%	15%	-22%	-2%	5%	-1	4%
COc1cc(C(=O)C(=O)c2cc(OC)c(O)c(OC)c2)cc(OC)c1O	1%	34%	-6%	-1%	-12%	-3%	21%	-3	7%
CCOc1cc(CNc2ccc3[nH]c(=O)[nH]c3c2)ccc1OCC(=O)NC(C)(C)C	4%	-11%	80%[activator]	-2%	-15%	-6%	7%	-10	8%
CC1CCC(=NNC(=O)Cc2cccn2C)CC1 (centres undefined)	-3%	-7%	-11%	-5%	-17%	4%	-10%	-10	-1%

Grouped by structure: the entries above containing a thiophene ring, fused or not.
SMILES	TrxR1 substrate	HP1b chromo inh	GLS inh	Pin1 inh	USP1 inh	PGK inhibitor	rTrxR1 inhibitor	PI4K2A block	IDH1 R132H inh
CCc1c(C)sc2nc3c(C(=O)N4CCOCC4)cc(C(=O)c4cc(F)ccc4O)cn3c(=O)c12	-3%	-1%	3%	36%[activator]	-26%	-4%	6%	-1	-4%
CCOC(=O)c1sc2nc(C)nc(NCc3ccc(F)cc3)c2c1C	63%[activator]	102%[activator]	-8%	41%[activator]	-18%	-4%	17%	6	9%
CC(=O)c1sc(C(=O)O)c(-c2ccco2)c1-c1ccco1	1%	19%	20µM*	/	-18%	-27%	?	-10	-4%
CCOC(=O)c1sc2nc(CC(=O)OC)nc(NCc3ccc(F)cc3)c2c1C	63%[activator]	18%	2%	7%	-19%	0%	27%	6	-3%
COCCn1c(N)c(S(=O)(=O)c2cccs2)c2nc3ccccc3nc21	595%[activator]	56%[activator]	-6%	-4%	?	-8%	29%	-2	3%
